# Assay outcomes from PubChem BioAssay.
# Vif imaging: blocks HIV Vif function | inhibition, % at 7.49 µM | HEK293T cells, Vif self-association by quenched fluorescence, imaging, 24 h | AID 602346 | 0.35% of 340,000 active; in the data active = inhibition above about 50%, passing the limit was not always enough; note: some results filed as inactive read as strong as hits
# MC4R barr agon: human MC4R agonism via beta-arrestin. P32245. U2OS MC4R beta-arrestin complementation, luminescence; percent of melanotan II response, DMSO zero. activation, % at 8.9 µM. 0.98% of 360,000 active. AID 540308;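 active = activation above a per-plate cutoff, the mean activation of sample wells on that plate plus 3 SD, cut at about 8% in these data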
# aDG glyco up: increases alpha dystroglycan glycosylation; Pro5-aDG cells, alpha-DG glycosylation AlphaScreen (IIH6); 0% Pro5, 100% B10-LARGE cell signal; 0.22% of 360,000 active; activation, % at 10 µM;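 active = activation of at least 8% versus controls, or a plate z-score of at least 8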;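 note: Pro5 are CHO cells carrying HIG-tagged alpha-DG that lacks glycosylation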
# ABHD5 PLIN5 PPI: blocks binding of human ABHD5 to perilipin-5. Q00G26+Q8WTS1. Split G. princeps luciferase complementation, luminescence, 4 h. inhibition, % at 4 µM. 0.78% of 360,000 active;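 active = inhibition above the mean inhibition across every tested compound plus 3 SD, cut at about 22% in these data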;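 note: 0% = DMSO only wells and the 100% control is not disclosed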
# Exocytosis inh: lytic granule exocytosis inhibition; inhibition, % at 10 µM; 0.66% of 360,000 active; TALL-104 LAMP-1 surface exposure, flow cytometry; cells stimulated with thapsigargin and PMA; AID 651702;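 active = inhibition above about 55%, limit read from the data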
# Glyco luc inh: blocks N-linked glycosylation in D54 reporter cells | 0.23% of 360,000 active | D54 ERlucT glycosylation luciferase reporter, 24 h; percent of 100 nM tunicamycin response | reporter increase, % at 12.5 µM;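 active = mean luciferase reporter signal, scaled so untreated is 0 and the glycosylation-blocking control 100, at or above a set limit in every replicate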;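 note: luciferase carries N-glycosylation sites so blocking glycosylation raises the light; 0% = median of neutral control wells and 100% = median of 100 nM tunicamycin wells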
# MC4R antagonist: human MC4R antagonism in cAMP assay; inhibition, % at 6.5 µM; 0.48% of 360,000 active; MC4R-expressing cells, MTII-stimulated cAMP, LANCE TR-FRET; P32245;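 active = inhibition above its plate's cutoff, the mean of tested wells on that plate plus 3 SD, cut at about 29% in these data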;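 note: 0% = Melanotan II alone and 100% = Melanotan II plus saturating MCL0020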
#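 System: U2OS cells stably expressing human melanocortin 4 receptor (MC4R). Reagent: Melanotan II challenge after compound preincubation. Doses: 6.5 µM. Times: 30-min compound, 1-h challenge, 1-h detection, room temperature. Measured by: TR-FRET with Eu-cAMP and labeled anti-cAMP, 671 nm. Replicates: singlicate.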
# NOD2-RIPK2 inh: blocks binding of human NOD2 to RIPK2; O43353; CHO BLA complementation NOD2-RIPK2, CCF4 ratio; inhibition, % at 4.98 µM; 0.38% of 360,000 active; AID 624267; in the data active = inhibition above about 21%;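 note: 0% = vehicle only and 100% = reference blocker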
# ABCB6 inh 2: blocks the human ABCB6 transporter | Q9NP58 | K562-ABCB6 porphyrin accumulation, flow cytometry, 1 h; active compounds read low | fluorescence ratio to DMSO, % at 10 µM | 0.19% of 360,000 active | AID 602162;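 active = fluorescence ratio to DMSO below 75%, the collection mean minus 3 SD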;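 note: signal is porphyrin accumulated inside mitochondria; 100% equals median channel fluorescence of DMSO control wells; lower ratio means ABCB6 inhibition with less porphyrin fluorescence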
# Target sequence (Q9NP58 whole entry, looked up): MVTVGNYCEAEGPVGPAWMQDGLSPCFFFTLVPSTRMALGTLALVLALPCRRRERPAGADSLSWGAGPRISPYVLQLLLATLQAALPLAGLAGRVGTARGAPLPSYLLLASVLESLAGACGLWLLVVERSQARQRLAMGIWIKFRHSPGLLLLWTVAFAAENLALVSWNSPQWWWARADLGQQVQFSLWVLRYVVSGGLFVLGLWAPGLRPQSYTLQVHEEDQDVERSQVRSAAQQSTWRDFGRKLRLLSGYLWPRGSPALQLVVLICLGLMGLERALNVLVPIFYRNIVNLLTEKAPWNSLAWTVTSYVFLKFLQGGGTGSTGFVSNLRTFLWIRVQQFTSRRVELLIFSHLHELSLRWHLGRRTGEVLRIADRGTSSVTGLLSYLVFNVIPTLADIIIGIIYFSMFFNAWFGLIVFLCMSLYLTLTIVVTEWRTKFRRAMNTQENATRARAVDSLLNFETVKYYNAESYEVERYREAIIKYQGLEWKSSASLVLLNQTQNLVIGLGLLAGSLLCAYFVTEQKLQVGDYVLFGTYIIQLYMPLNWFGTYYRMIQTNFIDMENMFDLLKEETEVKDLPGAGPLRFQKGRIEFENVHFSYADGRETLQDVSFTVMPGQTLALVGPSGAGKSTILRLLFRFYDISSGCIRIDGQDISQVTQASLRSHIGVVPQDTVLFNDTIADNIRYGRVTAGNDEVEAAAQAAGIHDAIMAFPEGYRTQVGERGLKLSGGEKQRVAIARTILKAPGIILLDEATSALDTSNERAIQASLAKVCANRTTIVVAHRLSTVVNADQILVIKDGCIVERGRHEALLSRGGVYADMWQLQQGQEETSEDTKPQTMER
# TLR9-MyD88 inh: TLR9-MyD88 interaction inhibition | Q9NR96+Q99836 | CHO BLA complementation TLR9-MyD88, CCF4 FRET ratio | inhibition, % at 4.98 µM | 0.21% of 340,000 active;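 active = inhibition above the mean over all tested compounds plus 3 SD, cut at about 21% in these data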;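 note: 0% = DMSO only wells and 100% = clavulanate BLA inhibitor control wells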
# Active calls of the source: *; . = not tested or not shown. These rows are one share of the data (hit frequency here may not be typical).
SMILES,Vif imaging,MC4R barr agon,aDG glyco up,ABHD5 PLIN5 PPI,Exocytosis inh,Glyco luc inh,MC4R antagonist,NOD2-RIPK2 inh,ABCB6 inh 2,TLR9-MyD88 inh
CC(=O)Nc1cnc2ccccc2n1,.,-1.0,-0.3,-1,-2,3,0,-4,92,1
Cc1c(Cl)c([N+](=O)[O-])nn1CCCC(=O)Nc1cccc(Cl)c1Cl,-6,-0.9,-0.4,-3,1,0,0,4,92,-2
CCN(CC)S(=O)(=O)c1cc(C(=O)O)ccc1OC,1,-1.9,-0.1,1,-7,2,7,-1,96,6
O=C(NCC(c1ccco1)N1CCN(c2ccccc2F)CC1)C(=O)NC1CC1 (configuration not stated),8,-4.0,0.3,7,-1,-2,4,-2,97,0
O=C(O)[C@@H]1CCCN1c1ncnc2sc3c(c12)CCC3,10,0.8,0.1,-6,-1,2,0,-1,87,-3
Cn1nc(C(C)(C)C)c([N+](=O)[O-])c1C(=O)NCCO,-8,-2.4,-0.1,6,-4,-1,5,-5,105,6
CCN(CC(=O)Nc1c(F)cccc1F)C(=O)CCCOc1ccc(OC)cc1,12,-1.0,0.1,7,-15,-1,4,0,96,13
COc1cccc(NC(=O)N2CCOCC2)c1,-2,-0.8,-0.4,14,0,1,6,1,89,9
O=C(COC(=O)c1cc([N+](=O)[O-])ccc1N1CCOCC1)NC1CCCCC1,-1,-2.9,0.4,7,10,-1,-2,0,98,1
COC(=O)[C@H](CC(C)C)NC(=O)NC1CCCCC1C (some centres not stated),16,-1.3,0.1,-3,4,1,5,1,99,-4
CCCCn1c(SCn2nnc3ccccc3c2=O)nc2cc(S(N)(=O)=O)ccc21,-3,-1.5,0.1,0,15,-2,-2,-6,97,-2
Cc1ccccc1S(=O)(=O)Nc1nc2ccccc2nc1N1CCOCC1,.,-2.1,-0.1,3,-1,-1,6,-2,93,-3
Cc1cc(N2CCN(C(=O)Nc3ccc(F)cc3F)CC2)c2ccccc2n1,-3,-1.7,0.2,-3,2,0,22,-3,97,-3
COc1cccc(NC(=O)[C@@H](NC(=O)N2CCn3c2nc2ccccc23)C(C)C)c1,-1,0.6,0.5,-3,14,1,3,-12,99,-2
O=S(=O)(NC1=NCCCCC1)c1ccc2sc(NS(=O)(=O)c3ccc4ccccc4c3)nc2c1,-4,-1.3,0.0,47*,-2,0,-1,-7,103,-5
CC(=O)C1=C(O)C(=O)N(c2ccc(C)cc2)C1c1ccc([N+](=O)[O-])cc1 (configuration not stated),-2,-1.6,-0.1,-4,-2,2,0,-6,90,-2
Cc1ccc(NC(=O)CCc2c[nH]c3ccccc23)nc1,-7,0.4,-0.3,4,-7,1,-13,2,96,11
CCOc1ccc(NC(=O)c2ccccc2OC)cc1,-8,2.3,0.6,11,3,0,-2,-6,96,7
COC(=O)[C@]1(Cc2ccccc2)N[C@H](CN(C)C(=O)Nc2ccc(C)cc2)[C@@H]2C(=O)N(C)C(=O)[C@@H]21,-6,-0.4,0.0,5,3,1,-2,1,98,5
CCOC(=O)c1c(C)c(C(=O)NCc2ccc3c(c2)OCO3)c(C)n1CC,-2,-1.2,0.0,0,-2,2,16,-7,100,-1
COc1cc(OC)cc(-c2sc3ccc(OC)cc3c2-c2ccc(O)cc2)c1,8,6.2,0.1,-1,21,0,5,1,103,-2
O=C(NNc1ccccc1F)c1ccccc1,0,-0.5,-0.1,2,0,3,7,-16,97,-1
c1ccc(-c2noc(COc3ccc4c(c3)OCO4)n2)cc1,.,5.1,-0.1,-8,-2,0,-4,-19,113,-32
CCOc1ccc(N2CC(C(=O)Nc3ccccc3C(=O)N3CCOCC3)CC2=O)cc1 (configuration not stated),-11,-0.2,0.0,-5,-2,3,9,1,93,12
COc1ccc(-c2noc(N3CCCC(C(=O)Nc4cc(F)ccc4F)C3)n2)cc1 (configuration not stated),6,0.9,0.0,-4,1,2,1,9,100,-6
CCOc1ccc(-n2c(SCc3nc(-c4ccc(C)cc4)no3)nnc2-c2ccncc2)cc1,-7,0.9,-0.1,7,-3,-6,7,-3,103,-4
CC(C)CC1C(=O)N(Cc2cn(CCC3OCCO3)nn2)CCS(=O)(=O)N1Cc1ccc(-c2cccc(CO)c2)cc1 (configuration not stated),0,0.2,0.1,-10,3,3,12,-6,96,-1
O=C(COC(=O)c1ccncc1)Nc1cc(Cl)ccc1Cl,1,-0.5,-0.1,5,-1,0,3,-10,106,-8
NC(=O)c1c(NC(=O)Cn2nc(C(=O)O)c3ccccc3c2=O)sc2c1CCC2,-6,0.8,-0.1,5,-1,-1,18,-5,97,-2
Cc1cc(Cl)c2oc(C(=O)NCCN3CCOC3=O)c(C)c2c1,6,-3.5,-0.2,-4,5,2,0,3,100,-3
O=C(c1cnn(C(=O)CN2CCCC2=O)c1)c1ccccc1O,-4,0.5,-0.2,-4,3,4,9,-12,98,8
CCn1c2c(c3cc(Cl)ccc31)CCCC2=O,.,3.4,0.0,-7,-1,-1,6,-4,94,-3
O=C(Nc1c(C(=O)O)[nH]c2ccc(F)cc12)c1cccc(C(F)(F)F)c1,2,0.8,0.1,2,1,-1,4,-10,90,-6
Cc1ccc(S(=O)(=O)N2CCCCC2)cc1NC(=O)c1c(-c2ccccc2)noc1C,-5,-0.5,0.0,1,0,1,0,-5,88,5
O=C(NC1CC1)C1=C[C@@H](C2CCCCC2)C[C@@H](OCCCCO)O1,-6,-1.3,-0.1,0,-1,1,1,-13,114,-3
OCC1OC(n2ccc3c(NO)ncnc32)C(O)C1O (configuration not stated),-10,-0.1,-0.2,1,14,-17,8,-17,99,2
N#CC1=C2N=C(N)c3ccccc3N2C2=C(C(=O)CCC2)C1c1ccc(F)cc1 (configuration not stated),24,0.3,0.0,4,-6,7,7,-7,96,-5
COc1ccc(-c2nn(-c3ccccc3)cc2C(=O)NC(=S)NNC(=O)c2ccncc2)cc1,60*,-4.6,0.8,-20,8,-5,-2,0,100,16
O=C(CCC(=O)OCc1ccc(C(=O)Oc2ccccc2)cc1)Nc1cccc2ccccc12,3,-2.1,0.0,1,-2,0,1,2,110,-2
Cc1ccc(NC(=O)c2nnn(CC(=O)Nc3ccccc3)c2N)cc1C,35,3.0,-0.4,3,0,-2,-7,12,101,-8
CC(=O)Nc1ccc(C(=O)Nc2ccc(S(=O)(=O)N3CCOCC3)cc2)cc1,8,-1.1,-0.2,4,4,-5,6,-2,98,-1
COc1ccc(S(=O)(=O)N(CCCN2CCCC2=O)Cc2cc3c(C)ccc(C)c3[nH]c2=O)cc1,6,-0.4,-0.3,2,-2,2,8,-17,96,-10
COc1cccc(C(=O)Nc2nnc(S(=O)(=O)Nc3cccc(C)c3)s2)c1,9,0.7,1.8,-5,-3,-1,9,1,104,-8
CC1OC(Nc2cccc3ccccc23)C(O)C(O)C1O (configuration not stated),1,-3.1,1.0,-36,40,6,-17,-10,114,6
NC(=O)c1ccccc1NC(=O)NC1CCCCC1,1,0.7,-0.4,-4,-2,1,16,-7,102,0
Cc1nnc(NCCO)c2ccccc12,13,-0.1,-0.1,-3,-1,2,13,2,100,-4
Cc1ccc(S(=O)(=O)Nc2ccc(Cl)cc2C(=O)c2ccc(F)cc2)cc1,4,-0.7,0.0,-1,-3,1,8,-13,97,-1
COc1ccc(Cl)cc1NC(=O)CNc1ccccc1N1CCOCC1,-5,-3.4,-0.1,2,-2,-2,-6,10,97,-2
CCCCC1=CC2=C(c3ccco3)C(=O)C(C)(OC(=O)c3ccc(OC)cc3)C(=O)C2=CN1CC(C)C (configuration not stated),3,1.4,0.1,2,-3,1,11,-4,95,-4
N/C(Cc1nc(-c2ccc(Cl)cc2)cs1)=N/O,-3,-1.6,-0.1,-1,-2,0,-4,-3,93,-2
CCCCC[C@H]1CN(CCc2ccccc2)C(=O)[C@@H]1CC(=O)NCc1ccc(OC)cc1,-5,1.5,1.4,11,-1,-3,7,4,99,-4
O=C(C[C@H]1C/C=C\CCCC(=O)OC[C@H]2CCCN2C1=O)NCCO,4,-1.2,0.4,-2,10,2,1,-12,99,-7
CCOC(=O)c1cnc(SC2CC(=O)N(c3ccc(C)cc3)C2=O)nc1N (configuration not stated),1,-0.9,6.3,2,16,1,27,4,98,-4
CC(=O)c1ccc(NCCC(=O)c2ccccc2)cc1,-2,-1.7,1.2,1,-3,0,3,4,96,-1
CCOc1ccccc1N1CCN(C(=O)NCc2ccc(Cl)cc2)CC1,-6,-0.7,0.0,3,10,-3,5,-8,92,9
O=C(Nc1ccc(Br)cc1)C1CCCN(C2=NS(=O)(=O)c3ccccc32)C1 (configuration not stated),15,-0.2,1.0,4,-2,-1,7,-8,103,5
COc1ccc(-n2c(C)ccc2-c2ccccc2)cn1,15,-0.7,0.2,1,17,-1,0,4,101,-3
CCC1(O)C(=O)OCc2c1cc1n(c2=O)Cc2cc3c(N)cccc3nc2-1 (configuration not stated),16,-3.0,-0.2,-6,20,-10,-27,1,95,6
O=C(CSC1=NCCS1)N1CCN(c2ccccc2)CC1,2,0.9,0.4,-3,-1,-2,0,-2,94,1
COC(=O)c1ccc(NC(=O)CCOc2ccccc2)cc1,-2,1.5,1.2,-1,-2,0,13,-12,101,3

# Reformatted with values under each structure: three of the compounds above.
# Values run as follows: Vif imaging	MC4R barr agon	aDG glyco up	ABHD5 PLIN5 PPI	Exocytosis inh	Glyco luc inh	MC4R antagonist	NOD2-RIPK2 inh	ABCB6 inh 2	TLR9-MyD88 inh
> Cc1ccc(S(=O)(=O)Nc2ccc(Cl)cc2C(=O)c2ccc(F)cc2)cc1
    4	-0.7	0.0	-1	-3	1	8	-13	97	-1
> COc1ccc(Cl)cc1NC(=O)CNc1ccccc1N1CCOCC1
    -5	-3.4	-0.1	2	-2	-2	-6	10	97	-2
> CCCCC1=CC2=C(c3ccco3)C(=O)C(C)(OC(=O)c3ccc(OC)cc3)C(=O)C2=CN1CC(C)C (configuration not stated)
    3	1.4	0.1	2	-3	1	11	-4	95	-4

# Later entries:
SMILES,Vif imaging,MC4R barr agon,aDG glyco up,ABHD5 PLIN5 PPI,Exocytosis inh,Glyco luc inh,MC4R antagonist,NOD2-RIPK2 inh,ABCB6 inh 2,TLR9-MyD88 inh
CCc1nnc(NC(=O)c2ccc(S(=O)(=O)NC3CCCCC3)cc2)s1,-13,-1.1,0.2,9,-1,-3,10,-10,95,1
CCn1c(-c2c(Cl)c(C)nn2C)n[nH]c1=S,2,-1.1,-0.1,-11,-11,2,9,10,98,-3
Cc1ccc(/C=N\NC(=O)CC(=O)NCCc2ccccc2)cc1,-5,1.2,0.2,-6,-4,-1,22,-4,103,-2
Cc1cc(NS(C)(=O)=O)c(=O)n(Cc2c(F)cccc2Cl)c1,-6,-0.9,0.0,3,-3,0,14,-1,101,-4
COc1cc(C(=O)NC(=S)Nc2ccc([N+](=O)[O-])cc2C)cc(OC)c1OC,-4,0.8,-0.1,-1,-2,-2,6,-12,95,2
COc1ccc(C(CNC(=O)c2cccc(S(=O)(=O)N3CCCC(C)C3)c2)N(C)C)cc1 (configuration not stated),-4,-2.7,0.6,-1,-2,-3,-5,-11,92,-11
Cc1[nH]c2ccccc2c1N=Nc1cccc(C(=O)O)c1,1,-0.6,-0.1,-4,0,-3,3,1,97,5
